# KCNH2 3.1 inh – blocks the human KCNH2 3.1 channel isoform; U2OS KCNH2 3.1, thallium flux FluxOr; hits give low values; activity change, % (tested at about 1.8 µM); 340,000 tested, 0.95% active;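 active = maximum activity change below -70%; inconclusive = maximum activity change from -70% to -50%; inactive = maximum activity change above -50%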;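 also: thallium influx rate constant from kinetic fluorescence after stimulation buffer; % is scaled to controls: 0 for no effect and ±100 for the full control effect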
#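 Thallium flux via FluxOr fluorescence (Red40 quencher, 45 min loading) in U2OS cells virally expressing the KCNH2 3.1 isoform (1.77 x 10^8 /mL virus, overnight at 37 C). Rate constants from 2-min kinetic reads post-stimulation, normalised to positive and negative controls.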
# TSHR antag – antagonists of human thyroid stimulating hormone receptor; TSHR-expressing cells, TSH-stimulated cAMP HTRF, 2 h; hits give low values; AID 504810; P16473; 330,000 tested, 0.2% active; activity change, negative = inhibition, % at 11.5 µM;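 active = activity change below a set negative limit, meaning inhibition stronger than a set level, cut at about -70% in these data; inconclusive = activity change between two set negative limits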; also: % is scaled to controls: 0 for no effect and ±100 for the full control effect
#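 Inhibition of cAMP made by TSHR-expressing cells under TSH stimulation (4nM final, EC80; 2 h, 37 deg C) is quantified with a one-step lysis HTRF kit, anti-cAMP cryptate versus cAMP-d2.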
# TCR activator – activates T cell receptor signaling. AID 504894. Potency, µM (highest dose often 9.22 µM), without a hit: at the top dose activation of IL-2 secretion, hits mostly activators. 330,000 tested, under 10 active. primary human leukocytes, anti-CD3, IL-2 HTRF, 48 h; also: % of control where 0% means no effect
#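 48 hr co-incubation of compounds, a-CD3 beads and primary human leukocytes; IL-2 quantified homogeneously by HTRF with anti-IL-2 K and d2 conjugates.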
# hERG WT inh – KCNH2 (human, wildtype) channel inhibition; U2OS, BacMam KCNH2, thallium flux FluxOr; hits give low values; AID 720551; 340,000 tested, 0.37% active; activity change, % at 1.84 µM; Q12809;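 active = maximum activity change below -70%; inconclusive = maximum activity change between -70% and -50%; inactive = maximum activity change above -50%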; also: % is scaled to controls: 0 for no effect and ±100 for the full control effect
# Target sequence (Q12809 whole entry, looked up): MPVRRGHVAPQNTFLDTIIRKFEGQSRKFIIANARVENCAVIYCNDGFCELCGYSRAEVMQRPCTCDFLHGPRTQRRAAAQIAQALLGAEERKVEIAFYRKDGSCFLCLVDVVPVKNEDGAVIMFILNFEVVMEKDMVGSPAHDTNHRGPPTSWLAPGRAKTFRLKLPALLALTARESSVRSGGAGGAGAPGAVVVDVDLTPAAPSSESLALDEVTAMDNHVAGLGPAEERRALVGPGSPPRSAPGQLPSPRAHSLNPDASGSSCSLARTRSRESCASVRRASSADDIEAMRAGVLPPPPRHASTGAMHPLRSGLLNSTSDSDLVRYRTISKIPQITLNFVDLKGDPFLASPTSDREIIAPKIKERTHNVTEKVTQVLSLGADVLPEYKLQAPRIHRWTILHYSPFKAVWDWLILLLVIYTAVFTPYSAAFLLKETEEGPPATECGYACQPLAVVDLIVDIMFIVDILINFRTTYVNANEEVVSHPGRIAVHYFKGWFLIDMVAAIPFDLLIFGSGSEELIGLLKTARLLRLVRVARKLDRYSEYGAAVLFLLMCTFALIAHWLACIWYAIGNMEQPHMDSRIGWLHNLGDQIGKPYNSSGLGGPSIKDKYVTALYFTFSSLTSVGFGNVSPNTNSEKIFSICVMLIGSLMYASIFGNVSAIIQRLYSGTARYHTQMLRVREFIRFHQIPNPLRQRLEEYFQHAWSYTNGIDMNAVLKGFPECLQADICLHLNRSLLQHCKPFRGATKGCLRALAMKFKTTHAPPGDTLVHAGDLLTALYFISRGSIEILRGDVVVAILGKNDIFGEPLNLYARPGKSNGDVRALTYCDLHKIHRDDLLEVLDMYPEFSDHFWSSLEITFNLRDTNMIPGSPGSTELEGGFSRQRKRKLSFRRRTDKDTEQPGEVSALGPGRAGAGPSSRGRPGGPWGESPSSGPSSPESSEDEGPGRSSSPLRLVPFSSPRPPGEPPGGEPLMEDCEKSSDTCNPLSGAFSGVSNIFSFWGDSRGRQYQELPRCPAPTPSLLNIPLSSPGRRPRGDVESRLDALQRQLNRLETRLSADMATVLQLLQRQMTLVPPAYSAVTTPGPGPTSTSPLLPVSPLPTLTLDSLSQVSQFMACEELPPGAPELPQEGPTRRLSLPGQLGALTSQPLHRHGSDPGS
#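 U2OS cells transduced with wild-type KCNH2 virus are loaded with FluxOr dye for 45 min, and thallium flux is measured in kinetic reads before and after stimulation buffer. Rate constants are normalized to DMSO controls.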
# Eya2 inh – inhibitors of human Eya2 phosphatase activity. recombinant Eya2, OMFP fluorescence dephosphorylation (OMFP is methylfluorescein phosphate). Potency, µM (highest dose often 76.9 µM), for inactives: at the highest dose activity, negative = inhibition, usual class: inhibitors. 330,000 tested, 0.006% active; also: potency is read from the fitted curve at half-maximal effect; % is scaled to controls: 0 for no effect and ±100 for the full control effect
#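 Eya2 (0.2 uM) preincubated 10 min at ambient with compound, then OMFP substrate added at 50 uM; 10 min reaction in 50 mM HEPES pH 7.5, 50 mM NaCl, 5 uM MgCl2, 0.05% BSA, 1 mM DTT. Fluorescence read at Ex 485/Em 525 nm.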
# AT treatment – potential ataxia-telangiectasia treatments restoring KAP-1 phosphorylation; 320,000 tested, 0.19% active; Potency, µM (doses to about 57.5 µM), inactives show at the top dose activation, usual class: activators; […] A-T fibroblasts, KAP-1 phosphorylation AlphaLISA; neocarzinostatin DNA damage 30 min before lysis; also: potency is read from the fitted curve at half-maximal effect; % of control where 0% means no effect; nearly all actives have a fitted effect of over 45% in size
#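 ATM-like activity read as KAP-1 phosphorylation via AlphaLISA donor/acceptor antibody pairs after lysis and 6 hr at 25C. Cells were ATM-null patient fibroblasts ([…], hTERT), dosed 60 min, then exposed to the DSB inducer NCS for 30 min.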
# USP2a block – inhibitors of human ubiquitin-specific protease USP2a; USP2 core, Ub-CHOP2 coupled fluorogenic reporter, 485/531; 330,000 tested, 0.01% active; Potency, µM (titrated, usually from 38.3 µM), for the others: at the highest dose activity change, negative = inhibition, usual class: inhibitors; AID 463254;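 also: potency is read from the fitted curve at half-maximal effect; plate controls were DMSO wells for no effect and full inhibition by NEM control for full effect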
#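 USP2 core (10nM final) preincubated 30min RT with compound in 20mM Tris-HCl pH 8.0, 2mM CaCl2, 2mM beta-mercaptoethanol, 0.05% CHAPS; 25nM Ub-CHOP2 plus 25nM reporter substrate added, fluorescence (Ex485/Em531) read after 60min.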
# ELG1 DNA repair – blocks ELG1-dependent DNA repair in HEK293T cells | HEK293T ELG1-luciferase reporter, luminescence, 16 h; DNA damage induced by 5-fluorouridine | Potency, µM (series often up to 46.1 µM), for inactives: at the top dose activity change, negative = inhibition, actives largely listed as inhibitors | 330,000 tested, 2.3% active | AID 504467; also: potency is read from the fitted curve at half-maximal effect; % is scaled to controls: 0 for no effect and ±100 for the full control effect; nearly all actives have a fitted effect of over 55% in size
#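 DMSO vehicle served as the neutral condition. Each well held 2,000 cells given 5-fluorouridine plus compound; after 16 hr at 37 °C/5% CO2, ONE-Glo was added and luciferase measured 30 min later.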
# TRPV1 ag – agonists of human vanilloid receptor 1 (TRPV1) | TRPV1-expressing cells, Fluo-8 calcium influx, agonist mode | activation, % at 8.33 µM | 320,000 tested, 0.19% active; in the data active = activation above about 80%; inconclusive = between about 30% and that limit; also: 0% is about no effect
#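 Fluo-8 calcium influx in TRPV1-expressing cells, kinetic read (ex 480/em 520 nm). Compound added and read 3 min for agonist activity, followed by capsaicin at EC20 final and 2 min further read for enhancement.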
# Mito fusion act – blocks mitochondrial division or promotes mitochondrial fusion; S. cerevisiae fusion-defective mutant growth rescue, CellTiterGlo 48 h; Potency, µM (highest dose often 46.1 µM), for the others: top-dose growth rescue (activation), hits mostly activators; 320,000 tested, 0.23% active;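 also: potency is read from the fitted curve at half-maximal effect; % of control where 0% means no effect; nearly all actives have a fitted effect of over 45% in size; temperature-sensitive fusion mutants such as fzo1-1 at 37 °C on non-fermentable ethanol glycerol medium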
#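 Yeast fusion mutant, YPEG (non-fermentable carbon), compound, 48 h at 37C non-permissive; CellTiterGlo added, 10 min RT, luminescence read. Rescued growth = division inhibition.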
# Starred values were filed as active, the others as inactive; i = inactive; u = inconclusive; x = not tested or not shown; [ ] = another dose, or the depositor's remark. Unless noted, calls follow the shape of the dose curve; as a rule, active = well fitted curve in the direction sought with a large enough effect; inconclusive = small, poorly fitted or top-dose-only effect, or another doubt; inactive = no such curve, though single readings can be large; an effect the other way counts as inactive or inconclusive. A portion of the library (hit frequency here may not be typical).
mol,KCNH2 3.1 inh,TSHR antag,TCR activator,hERG WT inh,Eya2 inh,AT treatment,USP2a block,ELG1 DNA repair,TRPV1 ag,Mito fusion act
O=C(Nc1sc2c(c1C(=O)O)CCC2)c1ccccc1F,-113.4*,-24.0,2.6%,9.7,16.8%,0.8%,3.2%,8.5%,-3.5,0.2%
CCOc1ccccc1Nc1nc(-c2cccnc2)cs1,-0.1,-5.1,x,9.3,-5.3%,-6.7%,-0.2%,-1.6%,9.3,-0.2%
O=C1C=C(Nc2ccccc2)c2ccccc2C1=O,12.1,-3.5,0.4%,11.6,10.8%,35.5µM*,0.8%,9.2µM*,3.0,-10.8%
O=C(NC(=S)Nc1nc(-c2ccc(Br)cc2)cs1)c1cccnc1,-1.0,-5.2,x,-1.2,7.8%,4.7%,1.0%,u,0.7,-4.1%
CC(C)c1csc(CN2CCC(N3CCC(C(=O)NCC4CCCO4)CC3)CC2)n1 (centres undefined),-3.7,8.6,-3.9%,0.8,-0.5%,0.9%,-1.7%,-3.0%,-2.3,-2.7%
CCn1cc(C(=O)NCCc2ccc(C)cc2)c(=O)c2cc(S(=O)(=O)N(C)C)ccc21,-16.5,9.4,-2.6%,5.2,-3.7%,0.7%,2.1%,-28.3%,20.3,-2.8%
Cc1ccc2[nH]cc(CCNC(=O)c3ccco3)c2c1,-9.4,3.8,3.6%,-7.9,4.2%,-0.9%,-2.9%,13.1%,22.5,-5.2%
Cc1cc(C)c2c(N)c(C(=O)c3ccc(Br)cc3)oc2n1,6.2,0.3,12.1%,-5.4,16.1%,1.5%,-2.0%,-2.0%,10.4,-14.1%
CC1=C(C(=O)Nc2cc(C(=O)N3CCN(c4cccc(C)c4C)CC3)ccc2C)SCCO1,4.4,10.4,1.4%,-0.9,5.6%,0.4%,-7.1%,18.3µM*,1.5,19.0%
CCn1cc(CNC(=O)c2cc([N+](=O)[O-])c(C)c([N+](=O)[O-])c2)cn1,3.2,-1.8,-1.1%[46.1 µM],-15.2,3.9%,-0.1%,0.7%,5.8%,4.0,-0.3%
Cn1c(N)c(C(=O)Nc2cccc(Cl)c2)c(=O)n(C)c1=O,-23.1,-2.2,6.6%,5.4,u,5.7%,2.3%,0.0%,3.9,21.5%
Cc1ccc(NC(=S)NNS(=O)(=O)c2ccc3ccccc3c2)cc1Cl,-9.1,3.3,-5.9%,0.1,3.2%,-2.1%,-2.6%,u,-6.8,-3.6%
O=C(O)C1CCCN(S(=O)(=O)c2ccc(Br)cc2)C1 (centres undefined),-3.5,1.4,x,x,10.9%,x,-0.7%,4.1%,-0.8,-0.6%
Cc1ccc(-c2nnc(SCC#N)n2N)cc1,-9.6,-0.2,7.5%,-14.4,15.0%,5.4%,4.3%,-2.1%,0.1,-0.2%
CCNC(=S)NNC(=O)c1ccccn1,2.4,-5.5,0.0%[46.1 µM],36.9,6.0%,2.7%,0.7%,-19.9%,1.7,-11.3%
O=C(NCc1ccccn1)Nc1cc(Cl)ccc1Cl,28.9,-37.6,-3.2%,-13.8,3.9%,20.1%,-6.9%,u,10.4,2.9%
O=C(NNc1nc2cc3c(cc2s1)OCO3)c1ccccc1,-7.1,11.2,-4.1%,-1.5,-1.0%,1.9%,2.5%,u,6.9,-7.5%
CC(=O)Nc1cccc(/C(C)=N/NC(=O)c2ccc(Cl)cc2Cl)c1,4.9,6.2,-7.2%,3.9,-9.7%,1.0%,-0.7%,u,0.1,-0.1%
COc1cc(/C=C/C(=O)c2ccc(O)cc2)ccc1OCC#N,3.6,-2.2,1.9%[46.1 µM],2.1,14.2%,1.9%,1.2%,u,10.6,2.2%
NC(=O)c1nsc(C(=O)N(CC(=O)NC2CCCCC2)c2ccc(Cl)cc2)c1N,12.5,-7.0,2.9%,-3.4,-3.3%,1.9%,0.7%,-5.5%,6.3,1.4%
CC(=O)c1c(C)[nH]c(C(=O)OCc2ccc(Br)cc2)c1C,1.7,-25.9,-28.0%,x,-0.4%,1.3%,1.4%,18.3µM*,5.7,-2.2%
CCSc1nccc(-c2nn(-c3ccc(C)cc3)ccc2=O)n1,-5.2,-5.6,2.4%,-2.0,-28.0%,-2.9%,3.5%,10.3µM*,9.3,2.5%
COc1ccccc1NC(=O)C1CCCN(S(=O)(=O)c2cnc[nH]2)C1 (centres undefined),22.8,-6.6,0.1%,5.4,18.3%,-4.5%,-0.1%,-8.7%,1.9,-4.6%
CC(C)c1nnc(SCC(=O)NC(C)(C)C)n1C,0.7,12.4,3.6%,i,-1.2%,-0.6%,-1.0%,12.6%,2.4,-1.9%
O=C(CC(=O)NCc1cccnc1)NCc1cccnc1,0.1,1.8,-7.7%,-9.9,19.3%,2.3%,1.1%,7.5%,1.9,-1.6%
CN(Cc1ccccc1)C(=O)C1CCN(S(=O)(=O)c2cccc3nonc23)CC1,4.9,0.9,4.3%,3.3,-5.2%,-4.3%,4.6%,-14.0%,-2.5,11.8%
OCCN(Cc1ccccc1)CC1CC=CCC1 (centres undefined),4.3,-3.1,2.8%,7.0,-25.2%,5.0%,1.4%,3.0%,7.1,-9.7%
N#Cc1cc(-c2ccccc2)cnc1Sc1ccccc1,2.4,-12.7,-31.8%,2.5,-23.0%,13.7%,-7.2%,u,x,9.9%
Cc1cc(NC(=O)CSc2nccn2-c2cccc(F)c2)no1,-9.8,-12.0,-9.2%,17.2,-10.5%,16.1%,1.6%,3.8%,x,x
O=C(CCC1CCCCC1)Nc1c2c(nn1-c1ccc(F)cc1)CS(=O)C2 (centres undefined),-5.8,-6.3,3.1%,0.5,-9.3%,x,4.6%,-12.5%,-6.4,3.2%
COc1ccc(C(C)NC(=S)NC2CCCC2)cc1OC (centres undefined),9.5,24.1,1.6%[46.1 µM],-18.5,-6.0%,-1.4%,1.8%,4.3%,1.3,-5.0%
COc1cc(NC(=O)COc2cc(C)cc3oc(=O)c(C)c(C)c23)cc(OC)c1OC,-1.2,-7.1,2.7%,-16.6,6.0%,-4.5%,4.6%,u,0.5,-2.0%
O=C1C2C(C(=O)N1c1ccncc1)C1C=CC2C12CC2 (centres undefined),-3.8,3.5,0.3%,7.4,-7.5%[15.4 µM],11.3%,-6.2%,2.6%,3.9,0.5%
O=C(COC(=O)c1ccccc1NC(=O)c1ccco1)Nc1ccc2c(c1)OC(F)(F)O2,-10.7,-6.7,1.9%,-1.7,18.6%,x,2.2%,u,11.6,-3.4%
COC(=O)c1cc(NC(=O)Nc2ccccc2)ccc1Cl,-7.1,-14.2,6.3%,-4.6,-10.6%,x,1.5%,u,83.2*,1.4%
NC(=O)CC(c1ccccc1)c1ccco1 (centres undefined),-0.1,0.1,x,-7.4,10.7%,-0.9%,-7.0%,-8.2%,-1.0,-1.1%
COC(=O)c1sc(NC(=O)CSc2nncs2)c(C(=O)OC)c1C,-11.3,-11.4,5.1%,-0.8,-0.9%,13.7%,2.2%,0.0%,10.9,6.2%
COc1cc(C(C#N)N2CCCCC2)ccc1O (centres undefined),-4.0,-4.6,-1.6%,-0.9,17.6%,-6.9%,-0.5%,-0.8%,1.6,-2.5%
O=C(/C=C/c1ccco1)N(Cc1ccccc1)C1CCS(=O)(=O)C1 (centres undefined),-2.0,-7.0,-5.6%,-1.9,-19.8%,6.8%,7.9%,u,-0.6,-1.4%
CCN(CC)c1ccc(C(=O)N/N=C(\C)c2cccnc2)cc1,-11.3,11.0,-3.7%,1.4,4.3%,-27.8%,-4.7%,13.6%,8.7,4.9%
CCOC(=O)C1=C(C)Nc2ncnn2C1c1cccs1 (centres undefined),7.1,5.2,1.1%,-1.4,-7.4%,9.4%,-1.3%,-2.0%,-0.4,-0.9%
CCc1nnc(NC(=O)CCN(c2ccc(C)cc2)S(=O)(=O)c2ccccc2)s1,-7.4,21.1,-12.8%[46.1 µM],-8.2,-21.2%,5.4%,0.5%,-4.2%,0.3,-3.5%
CCOc1ccccc1/C=c1\sc2ncnn2c1=O,-8.1,19.5,-5.4%,-16.5,1.7%,1.2%,1.2%,-3.9%,0.8,-0.4%
Cc1cc(C(F)(F)F)nn1Cc1n[nH]c(=S)n1-c1ccc(F)cc1,4.1,0.0,-8.5%[46.1 µM],2.1,5.4%,8.5%,1.5%,8.8%,-3.3,-9.6%
Cc1cc(C)cc(NC(=O)CSc2nnc(-c3ccccc3)n2N)c1,8.3,14.9,x,8.5,-1.3%,14.5%,-4.9%,0.0%,1.8,0.631µM*

# Source: PubChem
